AmpC detergent = AmpC beta-lactamase inhibition with detergent present; P00811; AmpC hydrolysis of nitrocefin, absorbance 480 nm, 0.01% Triton; Potency, µM (doses to about 114 µM), inactives show at the highest dose activity change, negative = inhibition, hits mostly inhibitors; actives 0.041% (n = 370,000); AID 485294;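 note: potency is the fitted concentration of half-maximal effect; 0% = no-compound wells and -100% = no-enzyme wells; nearly all actives have a fitted effect of over 25% in size; some results filed as inactive show a strong effect at the top dose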
Target sequence (P00811 whole entry, looked up): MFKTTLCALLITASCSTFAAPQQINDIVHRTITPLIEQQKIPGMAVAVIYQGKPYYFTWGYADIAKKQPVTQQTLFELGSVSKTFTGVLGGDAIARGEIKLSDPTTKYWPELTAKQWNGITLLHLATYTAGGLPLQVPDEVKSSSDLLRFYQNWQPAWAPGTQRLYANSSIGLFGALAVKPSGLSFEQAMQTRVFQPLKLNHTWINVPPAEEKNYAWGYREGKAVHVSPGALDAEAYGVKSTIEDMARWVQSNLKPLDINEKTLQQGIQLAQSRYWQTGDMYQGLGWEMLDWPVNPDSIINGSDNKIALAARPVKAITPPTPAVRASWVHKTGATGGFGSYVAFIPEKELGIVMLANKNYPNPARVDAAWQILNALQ
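AmpC (5.3 nM in the dispensed reagent) in 20 mM phosphate pH 7.0 with 0.01% (detergent screen) or 0.0001% Triton X-100 was preincubated with compounds for 15 min at room temperature. Nitrocefin was then added from an 800 uM solution, and hydrolysis was followed at 480 nm.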
LmPK inh = blocks Leishmania mexicana pyruvate kinase activity; purified LmPK, Kinase-Glo ATP luminescence, 1 h; Potency, µM (top dose mostly 57.5 µM), for inactives: at the top dose activity change, negative = inhibition, actives largely listed as inhibitors; actives 0.37% (n = 290,000); AID 1721; note: potency is the fitted concentration of half-maximal effect
Target sequence (Q27686 whole entry, looked up): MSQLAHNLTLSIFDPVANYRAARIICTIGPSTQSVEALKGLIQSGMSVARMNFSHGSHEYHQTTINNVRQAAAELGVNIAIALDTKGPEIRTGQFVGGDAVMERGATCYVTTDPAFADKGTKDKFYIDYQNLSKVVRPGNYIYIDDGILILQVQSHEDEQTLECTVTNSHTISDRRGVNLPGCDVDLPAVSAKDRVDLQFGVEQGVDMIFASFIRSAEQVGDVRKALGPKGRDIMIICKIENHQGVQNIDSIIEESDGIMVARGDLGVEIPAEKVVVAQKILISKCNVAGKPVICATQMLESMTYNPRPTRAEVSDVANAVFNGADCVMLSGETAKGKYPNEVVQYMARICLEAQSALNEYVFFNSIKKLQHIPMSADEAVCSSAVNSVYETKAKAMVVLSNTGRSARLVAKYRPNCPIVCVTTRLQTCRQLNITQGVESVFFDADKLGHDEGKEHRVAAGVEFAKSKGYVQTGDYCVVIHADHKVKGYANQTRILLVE
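Pyruvate kinase activity monitored as ATP production (luciferase luminescence). Conditions: 0.1 nM enzyme, 0.5 mM PEP, 0.1 mM ADP, 1 h, RT; normalized against uninhibited and no-enzyme wells.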
AmpC inh no detg = AmpC beta-lactamase inhibition without detergent | AmpC nitrocefin hydrolysis, absorbance 480 nm, 0.0001% Triton | Potency, µM (highest dose often 57.1 µM), for inactives: at the top dose activity change, negative = inhibition, actives largely listed as inhibitors | actives 0.52% (n = 330,000) | AID 485341;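 note: potency is the fitted concentration of half-maximal effect; plate controls were no compound for no effect and no enzyme for full effect; nearly all actives have a fitted effect of over 20% in size; some results filed as inactive show a strong effect at the top dose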
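20 mM phosphate pH 7.0 + 0.01% (detergent screen) or 0.0001% Triton X-100; 5.3 nM AmpC reagent; cpd preinc 15 min RT; nitrocefin (800 uM stock) to start; A480 q20 s × 4 min; Activity was normalised to no-enzyme and no-compound control wells.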
AMA1-RON2 inh = AMA1-RON2 (P. falciparum) interaction inhibition | AlphaScreen AMA1-biotinylated RON2 peptide binding | Potency, µM (top dose mostly 58.2 µM), without a hit: at the top dose activity change, negative = inhibition, actives largely listed as inhibitors | actives 0.2% (n = 360,000) | AID 720542;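 note: potency is the fitted concentration of half-maximal effect; 0% = vehicle wells and -100% = peptide control; nearly all actives have a fitted effect of over 45% in size; some results filed as inactive show a strong effect at the top dose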
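AMA1 (3D7) with his tag at 25 nM final met compounds first, then biotinylated RON2 peptide at 25 nM; detection used donor plus acceptor beads, 10 µg/mL apiece, read by AlphaScreen after 30 min at room temperature.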
Sm TGR block = inhibitors of Schistosoma mansoni thioredoxin glutathione reductase. purified TGR, DTNB reduction, TNB absorbance 405 nm. actives 3% (n = 360,000). AID 485364. Potency, µM (highest dose often 114 µM), for inactives: top-dose activity change, negative = inhibition, most hits filed as inhibitors. Q962Y6; note: potency is the fitted concentration of half-maximal effect; nearly all actives have a fitted effect of over 60% in size
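First, TGR (20 nM dispensed) and NADPH were mixed with compound. Second, a 15 min room-temperature incubation followed. Third, further NADPH and then DTNB were added to start the reaction. Finally, TNB absorbance was monitored kinetically.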
TbPYK inhibitor = blocks Trypanosoma brucei pyruvate kinase; AID 624173; Potency, µM (highest dose often 76.8 µM), for inactives: at the highest dose activity, negative = inhibition, usual class: inhibitors; Q57TT1; TbPYK enzyme, Kinase-Glo Plus ATP luminescence, 45 min; actives 0.12% (n = 410,000); note: potency is the fitted concentration of half-maximal effect; nearly all actives have a fitted effect of over 50% in size
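T. brucei PYK with substrate was exposed to pin-transferred compounds across a concentration series, then started with 130 uM ADP (final). After 45 min at room temperature, Kinase-Glo Plus luminescence was read, normalized and curve-fitted.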
HCMV inh = blocks human cytomegalovirus replication. HFF cells, HCMV-luciferase reporter, 72 h; active compounds read low. activity change, negative = inhibition, % at 57.5 µM. actives 4.5% (n = 410,000); in the data active = activity change below about -60%; inconclusive = no clear call, values can overlap the other calls; inactive = above about -39%
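After 16 h attachment at 37C, HFF cells received test compound and HCMV-luciferase (1 PFU/cell); reporter luminescence read 72 h later, data normalized against buffer-only and known inhibitor Salinomycin.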
Starred values were filed as active, the others as inactive; u = inconclusive; x = not tested or not shown; & = joins results of further samples; [ ] = dose if it differs, or a comment. Unless noted, calls come from the whole dose curve; as a rule, active = well fitted curve in the direction sought with a large enough effect; inconclusive = small, poorly fitted or top-dose-only effect, or another doubt; inactive = no such curve, though single readings can be large; an effect the other way counts as inactive or inconclusive. Unless noted, % is set by controls: 0 for no effect and ±100 for the full control effect.

No. | mol | AmpC detergent | LmPK inh | AmpC inh no detg | AMA1-RON2 inh
1 | COc1ccc2cc(-c3ccccc3)c(=O)oc2c1 | -2.5% | -12.2% | -20.0% | 83.2%[activator]
2 | CS(=O)(=O)N(CC(=O)N1CCc2ccccc2C1)c1cccc(F)c1 | -13.7% | -4.4% | -4.2% | -4.5%
3 | CCOc1cc(C(C(=O)NCC2CCCO2)N(C(=O)Cn2nnc3ccccc32)c2ccc(C(C)=O)cc2)ccc1O (stereo unspecified) | -0.7% | 2.4% | 23.7% | -7.7%
4 | Cc1cccc(Nc2c3c(nc4nncn24)CCC3)c1 | 14.4% | x | x | x
5 | Cc1ccc(NC2=C(N3CCCCC3)C(=O)c3ccccc3C2=O)cc1 | -0.8% | -8.9% | -14.0% | 1.6%
6 | Cc1ccc(NC(=O)c2cn3c4c(ccc(Cl)c4c2=O)OC(C)C3)c(C)c1 (stereo unspecified) | -4.0% | x | x | x
7 | COc1cccc(C2C(C#N)=C(N)Oc3c2oc(CO)cc3=O)c1OC (stereo unspecified) | -16.4% | -2.9% | -11.3% | 7.9%
8 | CCCN(CCC)CC(O)Cn1cc(/C=C/C(=O)c2ccc(Br)cc2)c2ccccc21 (stereo unspecified) | 16.1% | x | x | x
9 | COc1ccc(CN(C(=S)Nc2ccccc2)C2CC(=O)N(c3ccccc3)C2=O)cc1 (stereo unspecified) | -3.7% | -2.6% | -16.4% | -2.7%
10 | Cc1ccc(CN(C(=O)c2csnn2)C(C(=O)NC2CCCC2)c2cccnc2)cc1 (stereo unspecified) | 0.3% | -7.7% | -1.3% | -6.1%
11 | COc1cc(OC)cc(C(=O)NCC(=O)N2CCC(C)CC2)c1 | u | -4.4% | -1.2% | 5.9%
12 | OC(c1ccccc1)c1nccc2ccccc12 (stereo unspecified) | -5.8% | 0.4% | -0.6% | 13.7%

No. | Sm TGR block | TbPYK inhibitor | HCMV inh
1 | 0.6% | 6.3% | 0.0
2 | 4.2% | -4.1% | -15.8
3 | u | -2.8% | 24.0
4 | -19.8% | 3.4% | -34.1
5 | 12.6µM* | 0.0% | -103.2*
6 | -1.6% | 0.9% | -12.9
7 | -27.0% | 0.2% | -32.9
8 | 22.6% | -4.7% | -14.2
9 | -14.5% | 4.8% | -5.7
10 | 1.1% | 36.7%[activator] | 39.1
11 | -11.0% | -1.8% | u
12 | 3.6% | 5.1% | -14.7

Next section
No. | mol | AmpC detergent | LmPK inh | AmpC inh no detg | AMA1-RON2 inh
13 | O=C(NCCc1ccccc1)C1CCN(S(=O)(=O)N2CCCCCC2)CC1 | 1.1% | -1.5% | 26.1% | 7.3%
14 | N#CCCn1c(C(C#N)(CCC#N)CCC#N)nc2ccccc21 | u | -1.7% | -24.8% | 8.4%
15 | O=C(Nc1nnc(S(=O)(=O)Nc2ccccc2)s1)C1CCCCC1 | -12.3%&14.5% | -0.5% | -28.1% | -2.3%
16 | CC(=O)Nc1cccc(NC(=O)CCc2ccccc2)c1 | 8.1% | 7.1% | -12.9% | -16.0%
17 | CCCn1c(SCC(=O)NC(C)(C)C)nnc1-c1ccco1 | -4.1% | -3.0% | 1.4% | 12.5%
18 | CCCCN1C(=O)CC(Sc2ccccc2C(=O)O)C1=O (stereo unspecified) | 0.7% | -2.1% | -15.5% | 18.6%
19 | CC(NC(=O)NCCCC(=O)O)(C(F)(F)F)C(F)(F)F | -1.6% | -7.8% | -3.2% | 3.2%
20 | C=CCNC(=O)C(=O)NCCOc1ccccc1Cl | -11.8% | -2.4% | -17.7% | -7.3%
21 | Cc1oc(C(C)(C)C)cc1C(=O)NCc1ccc2c(c1)OCO2 | 7.5% | 3.0% | -17.9% | -24.4%
22 | CC(=O)c1c(C)oc2c1cc(NS(=O)(=O)c1ccc(C(=O)O)cc1)c1ccccc12 | -10.4% | -1.5% | -24.8% | 20.2%
23 | COc1cccc(CNC(=O)CCC2CCCN(C(=O)Cc3ccccc3F)C2)c1 (stereo unspecified) | -8.5% | 2.9% | 58.9% | -18.3%
24 | O=C(CN1C(=O)C2CC=CCC2C1=O)Nc1nnc(C2CC2)s1 (stereo unspecified) | 8.4% | x | -19.1% | 20.3%

No. | Sm TGR block | TbPYK inhibitor | HCMV inh
13 | -4.7% | -0.3% | 17.2
14 | -3.2% | 6.7% | -20.3
15 | 0.0%&3.4% | -3.5%&-3.3% | 20.2&7.9
16 | -4.0% | 0.1% | 38.2
17 | -16.9% | 0.7% | -0.6
18 | 20µM* | -2.2% | -11.1
19 | -1.4% | -1.1% | 37.4
20 | -9.7% | 2.4% | -23.3
21 | -4.7% | -4.1% | 12.5
22 | -26.7% | -9.7% | 32.9
23 | x | -7.8% | 12.2
24 | 5.3% | 1.0% | -10.1

Additional compounds
No. | mol | AmpC detergent | LmPK inh | AmpC inh no detg | AMA1-RON2 inh
25 | COc1ccccc1CN1CC(C(=O)NCc2ccc(N3CCCC3=O)cc2)CCC1=O (stereo unspecified) | -5.4% | -0.6% | 2.3% | 11.5%
26 | CCn1cc(C(=O)NC(C)C)c(=O)c2cc(F)c(N3CCN(C(=O)c4ccco4)CC3)cc21 | -1.0% | 5.4% | 190.9%[activator] | -1.9%
27 | Cc1ccc(C(c2c(O)nc3n(c2=O)CCS3)c2c(O)nc3n(c2=O)CCS3)cc1 | u | 6.7% | -21.1% | -0.4%
28 | Cc1cc(C(=O)Nc2ccc(Cl)cc2)n(-c2ccccc2)n1 | 0.9% | 4.1% | 6.6% | -13.1%

No. | Sm TGR block | TbPYK inhibitor | HCMV inh
25 | 0.9% | -0.9% | 0.0
26 | -7.4% | -3.1% | -27.5
27 | 2.82µM* | -10.1% | 0.4
28 | -11.3% | -10.8% | -13.5

Molecules listed so far containing a halogen, in the order listed:
No. | mol | AmpC detergent | LmPK inh | AmpC inh no detg | AMA1-RON2 inh
2 | CS(=O)(=O)N(CC(=O)N1CCc2ccccc2C1)c1cccc(F)c1 | -13.7% | -4.4% | -4.2% | -4.5%
6 | Cc1ccc(NC(=O)c2cn3c4c(ccc(Cl)c4c2=O)OC(C)C3)c(C)c1 (stereo unspecified) | -4.0% | x | x | x
8 | CCCN(CCC)CC(O)Cn1cc(/C=C/C(=O)c2ccc(Br)cc2)c2ccccc21 (stereo unspecified) | 16.1% | x | x | x
19 | CC(NC(=O)NCCCC(=O)O)(C(F)(F)F)C(F)(F)F | -1.6% | -7.8% | -3.2% | 3.2%
20 | C=CCNC(=O)C(=O)NCCOc1ccccc1Cl | -11.8% | -2.4% | -17.7% | -7.3%
23 | COc1cccc(CNC(=O)CCC2CCCN(C(=O)Cc3ccccc3F)C2)c1 (stereo unspecified) | -8.5% | 2.9% | 58.9% | -18.3%
26 | CCn1cc(C(=O)NC(C)C)c(=O)c2cc(F)c(N3CCN(C(=O)c4ccco4)CC3)cc21 | -1.0% | 5.4% | 190.9%[activator] | -1.9%
28 | Cc1cc(C(=O)Nc2ccc(Cl)cc2)n(-c2ccccc2)n1 | 0.9% | 4.1% | 6.6% | -13.1%

No. | Sm TGR block | TbPYK inhibitor | HCMV inh
2 | 4.2% | -4.1% | -15.8
6 | -1.6% | 0.9% | -12.9
8 | 22.6% | -4.7% | -14.2
19 | -1.4% | -1.1% | 37.4
20 | -9.7% | 2.4% | -23.3
23 | x | -7.8% | 12.2
26 | -7.4% | -3.1% | -27.5
28 | -11.3% | -10.8% | -13.5

Compound activity as filed in PubChem.
